GC-A act = GC-A (human) enzyme activation; P16066; HEK293 GC-A cells, cGMP TR-FRET, EC30 ANP; 0% at EC30 ANP, 100% saturating ANP; activation, % at 10 µM; 370,000 compounds, 0.14% hits; AID 1671463; in the data active = activation above about 40%
SMARCA2 act = activators of SMARCA2 function | MG213 cells, MMTV-luciferase reporter, dexamethasone, overnight | activation, % at 9.1 µM | 370,000 compounds, 1% hits | AID 652017; in the data active = activation above about 7.8%;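 also: 0% = vehicle wells and 100% = reference activator wells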
hgDAF-12 ag = hgDAF-12 agonism, primary luciferase screen. HEK293 GAL4-hgDAF12 UAS-luciferase reporter, agonist luminescence; normalized to butyrate control. activation, % at 6.8 µM. 370,000 compounds, 1.8% hits. AID 687014;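 active = activation above a cutoff set at the mean of all screened compounds plus 3 SD, cut at about 10% in these data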;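 also: 0% = DMSO wells and 100% = sodium butyrate wells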
ADAM10 inh = inhibitors of human ADAM10 | recombinant ADAM10, EDANS/DABCYL FRET peptide cleavage, 3 h | AID 720582 | inhibition, % at 7 µM | O14672 | 370,000 compounds, 0.62% hits;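 active = inhibition above a per-campaign cutoff equal to the mean of compounds falling between control-based bounds plus 3 SD, cut at about 20% in these data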;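 also: 0% = DMSO wells while the 100% control is not disclosed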
DAX1 inh-1 = inhibitors of DAX1 repression of SF-1 activated StAR promoter; HEK293T StAR-luciferase reporter, SF-1/DAX-1 repression relief; inhibition, % at 6.8 µM; AID 652010; 370,000 compounds, 1.1% hits;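 active = inhibition above the mean over all tested compounds plus 3 SD, cut at about 3.6% in these data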;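 also: 0% = DAX-1 cells with DMSO and 100% = cells lacking DAX-1 with DMSO; higher inhibition means more luminescence from relief of DAX-1 repression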
DAX1 inh-2 = inhibitors of human orphan nuclear receptor DAX1 (NR0B1); P51843; HEK293 Gal4-DAX1 luciferase reporter, luminescence; inhibition, % at 6.75 µM; 340,000 compounds, 0.99% hits; AID 504766;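 active = inhibition above the mean over all tested compounds plus 3 SD, cut at about 4.2% in these data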;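 also: 0% = DAX1-transfected cells with DMSO and 100% = empty-vector control cells with DMSO; inhibition shows as a rise in luminescence from relieved DAX1 repression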
ssDAF-12 act = activators of S. stercoralis DAF-12 nuclear receptor; activation, % at 6.8 µM; HEK293 ssDAF-12/GRIP1 lit1-tk-luc reporter, luminescence; % of 3 µM dafachronic acid response; 370,000 compounds, 1% hits; AID 652126;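 active = activation above the mean over all tested compounds plus 3 SD, cut at about 0.9% in these data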;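 also: 0% = DMSO-only wells and 100% = 3 µM delta7-dafachronic acid wells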
GAA850 FXN act = activators of GAA850 frataxin (FXN) promoter; activation, % at 6 µM; HEK293 lucGAA850 FXN promoter luciferase reporter, 24 h; percent of 10 µM SAHA response; 360,000 compounds, 0.56% hits; AID 540364;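 active = activation above the average of all compounds screened plus 3 SD, cutoff fixed separately per campaign, cut at about 7.5% in these data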;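 also: 0% = DMSO wells and 100% = 10 µM SAHA wells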
HGIII-sPLA2 inh = Inhibits HGIII-sPLA2 liposome hydrolysis, primary screen; AID 743126; Q9NZ20; 370,000 compounds, 0.56% hits; inhibition, % at 12.2 µM; QFRET BODIPY PC-A2 liposome hydrolysis, fluorescence;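 active = inhibition above mean plus 3 SD of compounds lying within the high and low control bounds, cut at about 19% in these data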;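 also: 0% = median of test compound wells and 100% = no enzyme DMSO wells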
hcDAF12 agonist = H. contortus DAF-12 activation, primary screen; activation, % at 6.8 µM; 370,000 compounds, 1.4% hits; HEK293 hcDAF-12 lit1-tk-luc reporter, luminescence; 0% DMSO, 100% Δ7-dafachronic acid;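 active = activation above the mean of all tested compounds plus 3 SD, cut at about 5.5% in these data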;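 also: 100% = response to 3 µM Δ7-dafachronic acid high control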
GC-B act = GC-B (human) receptor activation; P20594; HEK293-GC-B cells, CNP EC30, cGMP TR-FRET; 0% at EC30 CNP, 100% saturating CNP; activation, % at 10 µM; 370,000 compounds, 0.11% hits;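 active = activation at 10 µM reaching about 35% in either raw or pattern-adjusted values, limit read from the data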
Target sequence (P20594 whole entry, looked up): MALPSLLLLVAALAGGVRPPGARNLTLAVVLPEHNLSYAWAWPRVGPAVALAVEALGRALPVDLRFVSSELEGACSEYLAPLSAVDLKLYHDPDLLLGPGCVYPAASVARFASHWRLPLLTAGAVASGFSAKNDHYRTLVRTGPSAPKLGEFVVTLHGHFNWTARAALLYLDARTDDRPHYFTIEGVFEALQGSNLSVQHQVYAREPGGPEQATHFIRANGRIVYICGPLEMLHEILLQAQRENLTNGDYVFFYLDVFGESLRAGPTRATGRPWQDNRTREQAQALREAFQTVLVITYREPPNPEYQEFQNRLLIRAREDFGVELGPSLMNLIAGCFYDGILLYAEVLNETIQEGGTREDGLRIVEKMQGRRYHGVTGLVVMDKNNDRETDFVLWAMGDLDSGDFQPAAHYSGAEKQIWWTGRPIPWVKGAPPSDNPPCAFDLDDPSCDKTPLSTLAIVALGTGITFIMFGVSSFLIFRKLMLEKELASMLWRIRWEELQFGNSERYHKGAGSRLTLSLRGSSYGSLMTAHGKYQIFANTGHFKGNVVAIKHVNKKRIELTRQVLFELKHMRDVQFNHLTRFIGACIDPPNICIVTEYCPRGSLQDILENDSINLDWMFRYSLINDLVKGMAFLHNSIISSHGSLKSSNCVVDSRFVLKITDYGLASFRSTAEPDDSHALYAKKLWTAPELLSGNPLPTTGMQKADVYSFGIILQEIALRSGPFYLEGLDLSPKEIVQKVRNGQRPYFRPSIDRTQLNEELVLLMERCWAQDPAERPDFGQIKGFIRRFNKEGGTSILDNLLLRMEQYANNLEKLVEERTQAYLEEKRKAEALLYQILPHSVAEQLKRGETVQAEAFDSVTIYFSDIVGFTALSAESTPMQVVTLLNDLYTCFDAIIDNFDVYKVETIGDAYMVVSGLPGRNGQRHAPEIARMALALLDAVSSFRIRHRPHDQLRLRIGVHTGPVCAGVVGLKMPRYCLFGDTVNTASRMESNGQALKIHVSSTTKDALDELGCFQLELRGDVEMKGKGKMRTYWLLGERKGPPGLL
Starred values were filed as active, the others as inactive; i = inactive; nt = no result given; & = joins results of further samples.

SMILES	GC-A act	SMARCA2 act	hgDAF-12 ag	ADAM10 inh	DAX1 inh-1	DAX1 inh-2	ssDAF-12 act	GAA850 FXN act	HGIII-sPLA2 inh	hcDAF12 agonist	GC-B act
COC(=O)C1=C(C)NC(=O)/C1=C\c1cc(C)n(-c2ccccc2C)c1C	-5	-3	2.5	-6	1.3	-1.1	-1.3	1.7	-5	-1.5	-4
COc1cc(NC(=O)c2ccc(C)cc2)c(OC)cc1NC(=O)CN1CCCCC1	6	-2	0.2	-1	-0.5	-1.0	-0.9	1.5	-5	-0.2	6
COc1ccc(N2CC(C(=O)OCC(=O)Nc3ccccc3C)CC2=O)cc1 (stereo unspecified)	2	-2	3.1	-1	0.3	-0.2	-0.4	0.5	4	1.7	-5
CC1(c2nnnn2-c2ccc3c(c2)OCCO3)CCC(=O)N1CCCN1CCOCC1 (stereo unspecified)	0	3	2.4	0	1.7	nt	-0.8	nt	4	2.1	-1
COCCNS(=O)(=O)c1ccc2c3c(cccc13)C(=O)N2C	5	-5	2.6	i	-0.5	0.1	-0.8	1.3	4	-0.7	0
CC1=CC2=NC(=O)/C(=C\c3cccn3CCOc3cc(C)cc(C)c3)C(=N)N2O1	-6	-2	-0.4	9	-0.4	-1.1	-0.2	-3.9	-32	-2.0	-8
NC(=O)CC(NC(=O)Cc1ccc(Br)cc1)c1ccc(NC2CCCCCCC2)c([N+](=O)[O-])c1 (stereo unspecified)	4	2	1.0	1	0.2	-0.1	-0.5	0.5	8	4.2	0
Cc1cc2oc(=O)cc(CN3CCN(Cc4ccccc4)CC3)c2cc1C	-13	-2	-0.8	-10	-0.1	-0.5	-1.2	4.2	-7	-0.2	0
COc1ccc(CN(C)c2ncnc3sccc23)c(OC)c1OC	8	-4	-1.6	-9	-1.2	-1.2	-1.2	-0.8	5	-1.6	-2
Cc1c(N=C2C(=O)Nc3ccccc32)c(=O)n(-c2ccccc2)n1C	-2	-4	1.4	4	1.0	-0.4	0.2	-0.4	1	4.2	-5
Cn1cc(Cl)c(/C(N)=N/OC(=O)c2ccccc2C(F)(F)F)n1	2	8	5.0	6	1.7	1.7	-1.1	2.9	-5	3.4	6
CCOC(=O)c1[nH]c2ccc(OC)cc2c1NC(=S)N1CCN(c2ccccc2OC)CC1	-6	1	-0.4	-39	-2.3	-0.6	-1.1	-6.3	10	-2.9	2
Cc1nn(-c2ccccc2)c(=S)c2ccccc12	-2	-1	-2.9	-1	0.0	2.1	-1.4	-0.1	3	-1.8	6
Cc1cccc(CC(=O)NCCN2CCOCC2)c1	-5	-4	-2.4	8	-0.2	0.0	-1.0	0.7	11	-1.7	6
COc1ccc(NC(=O)CSc2nnc(C3CCCCC3)o2)c(OC)c1	3	-2	-1.0	3	-0.2	0.1	-0.3	-1.5	-5	-0.7	4
Cn1c(Cc2cccs2)nnc1SCC(=O)Nc1ccc2c(c1)OCO2	4	-3	-2.1	-6	-0.5	nt	-1.4	nt	0	-1.8	-2
CC(C)(O)P(C)(=O)c1ccccc1 (stereo unspecified)	-4	0	1.8	-15	-0.1	2.0	-1.4	1.1	0	-1.6	-2
COC(=O)CC1C(=O)NCCN1C(=O)c1cc(OC)c(OC)cc1OC (stereo unspecified)	-1	1	0.3	-5	-0.3	1.2	-1.3	1.2	-2	-1.1	0
Cc1cc2c(c(=O)o1)[C@@]1(C(=O)N(C)c3ccccc31)C1=C(CC(C)(C)CC1=O)O2	2	-8	0.1	-13	-0.9	nt	-0.9	nt	17	-3.5	5
CC(C)(C)OC(=O)N1CCC[C@@H]1C(=O)N1CCC[C@H]1C(=O)NCc1ccccc1	4	-1	-0.6	3	0.1	nt	-1.3	nt	2	-0.3	0
Cc1cc(F)ccc1S(=O)(=O)Nc1ccccc1C(=O)N1CCCC1	0	-1	-0.6	-12	-0.1	0.2	-0.8	-1.3	11	0.9	0
N/C(Cc1cccs1)=N\OC(=O)COc1ccccc1Cl	1	8.4*	7.6	8	1.4	0.8	0.1	2.3	-5	0.4	-3
CC(OC(=O)c1cccn1C)C(=O)Nc1ccc2c(c1)OCO2 (stereo unspecified)	3	-3	-5.4	-6	0.1	-0.4	-1.8	0.9	7	-0.5	6
Cc1ccc(-c2nc(CS(=O)CC(=O)NCCN(CC(C)C)CC(C)C)c(C)o2)cc1 (stereo unspecified)	3	0	-2.2	8	-0.5	0.7	-1.4	2.0	-1	-0.9	4
O=C(O)CCNS(=O)(=O)c1ccccc1Br	3	0	-0.7	-12	-0.7	1.2	-1.6	1.3	6	-1.6	2

Among those listed so far, 2 contain fluorine:
SMILES	GC-A act	SMARCA2 act	hgDAF-12 ag	ADAM10 inh	DAX1 inh-1	DAX1 inh-2	ssDAF-12 act	GAA850 FXN act	HGIII-sPLA2 inh	hcDAF12 agonist	GC-B act
Cn1cc(Cl)c(/C(N)=N/OC(=O)c2ccccc2C(F)(F)F)n1	2	8	5.0	6	1.7	1.7	-1.1	2.9	-5	3.4	6
Cc1cc(F)ccc1S(=O)(=O)Nc1ccccc1C(=O)N1CCCC1	0	-1	-0.6	-12	-0.1	0.2	-0.8	-1.3	11	0.9	0

Additional compounds follow.
SMILES	GC-A act	SMARCA2 act	hgDAF-12 ag	ADAM10 inh	DAX1 inh-1	DAX1 inh-2	ssDAF-12 act	GAA850 FXN act	HGIII-sPLA2 inh	hcDAF12 agonist	GC-B act
CC(OCC(O)CN1CCCCC1CCO)c1ccc(Cl)cc1 (stereo unspecified)	-1	0	0.2	-7	-0.2	0.0	-0.4	-2.3	4	-1.1	5
Cn1c(Cn2c(=O)sc3ccccc32)nnc1SCc1ccc(F)cc1	-3	-1	-0.1	-12	1.1	-1.1	-0.9	1.1	4	0.3	-2
COC(=O)c1ccc(CN2CC3CC(c4ccccc4)N4CCCC34C2=O)cc1 (stereo unspecified)	0	-2	-0.8	-1	-0.2	nt	-1.4	nt	-2	1.2	-5
CCOc1ccccc1N(CC(=O)N1CCc2ccccc2C1)S(C)(=O)=O	-6	3	0.7	5	0.5	0.8	-1.0	1.4	-6	-1.5	-4
CC(C)c1ccc(NC(=O)Cn2ncn3c(cc4ccccc43)c2=O)cc1	-3	-1	1.4	-24	0.7	1.0	0.0	0.3	-3	0.7	3
O=S(=O)(c1ccc2ccccc2c1)N1CCN=C1SCc1cccnc1	-2	2	-1.1	1	-0.3	0.9	-1.2	3.9	-11	-0.5	-1
O=C1C2C3C=CC(C3)C2C(=O)N1CCN1CCN(Cc2ccc([N+](=O)[O-])cc2)CC1 (stereo unspecified)	8	-3	1.9	2	-0.4	-0.5	-1.7	-1.0	-1	-3.0	2
CC1([N+](=O)[O-])COC2(CCCCC2)OC1	1	-2	3.9	-4	0.3	2.1	-1.0	0.7	5	-0.6	0
OCC[C@H]1C[C@@H](O)[C@H](O)[C@]2(CCCc3ccccc3O2)O1	2	2	-0.4	8	0.4	0.8	-1.0	-1.6	-4	-1.2	0
COC(=O)C1=C(C)N(Cc2ccccc2C(F)(F)F)C(=NCc2ccc(C(F)(F)F)cc2)NC1CCc1ccccc1 (stereo unspecified)	-7	-7	3.8	-5	0.0	nt	-1.5	nt	-1	-0.3	-2
CCOC(=O)c1[nH]c(C)c(C(=O)NC)c1C	4	-1	-2.5	-8	1.2	2.7	-1.3	-0.8	4	-1.8	5
CC1=CC(C)(C)NC(=S)N1c1ccc2ccccc2c1	-2&1	1&-2	1.5&0.4	-20&2	0.0&-0.7	0.3&-0.5	-0.2&-1.1	-0.2&2.2	11&8	2.3&-1.2	-3&8
O=C(Cc1ccc(NC2=NC3CS(=O)(=O)CC3S2)cc1)NCCc1ccccc1 (stereo unspecified)	-3	-3	4.3	-8	1.0	2.0	-0.5	1.4	7	2.5	3
CCCOc1ccc(CSC(CC(=O)O)C(=O)O)cc1 (stereo unspecified)	1	2	-1.8	-31	2.3	0.5	-0.4	-1.1	-1	-0.1	0
COCCCNC(=O)CN1C(=O)/C(=C/c2ccccc2)Sc2ccccc21	-1	-1	-3.3	-3	-0.6	1.3	-0.8	0.6	-7	-0.2	-1
COc1ccc(NC(=O)CSc2nc3ccccc3nc2N2CCCCC2)cc1	2	-2	3.7	-5	-1.0	0.1	-1.4	-0.7	5	-1.5	-5
C/C=C(/C)C(=O)Nc1cccc(C2=NOC3(C2)C[C@@H](C(N)=O)N(C(=O)c2ccc(OC)cc2)C3)c1 (stereo partly specified)	6	0	-0.5	4	-0.9	-1.4	-1.6	-0.1	-7	-1.0	1
COC(=O)c1cc2c(c3c4cc(C)ccc4n(S(=O)(=O)c4ccc(OC)cc4)c13)C(=O)N(Cc1ccc(C(F)(F)F)cc1)C2	-2	-9	-0.2	-6	-0.4	nt	-1.3	nt	8	1.2	0
CC(C)(C)NC(=O)C(=O)NC(=O)c1c(F)cccc1Cl	0	2	1.4	-10	0.4	1.3	-1.3	nt	0	-2.0	0
COc1ccc(-c2cc(C)no2)cc1S(=O)(=O)N1CCN(c2cccc(C)c2)C(C)C1 (stereo unspecified)	-9	-4	-4.7	12	-7.5	-1.4	-1.8	-5.3	-7	-4.6	8
CC(NC(=S)NC1CCCCC1)c1ccccc1 (stereo unspecified)	1	-4	-1.9	-5	-1.2	-1.9	-2.0	-1.4	12	2.0	-4
O=C(CC1SC(N2CCCCC2)=NC1=O)Nc1ccc(C(=O)O)cc1 (stereo unspecified)	7	-1	0.0	-2	0.0	1.1	-1.4	-0.9	-4	0.5	-1
COc1cc(OC)cc(C(=O)Nc2nc3ccccc3[nH]2)c1	0	0	8.4	-1	0.4	0.8	-0.8	7.0	-2	2.9	-6
CC1(C(=O)N2CCN(Cc3ccccc3Cl)CC2)CC1(Cl)Cl (stereo unspecified)	6	1	0.6	3	0.1	-0.1	-0.4	1.6	0	3.0	3
CC1=CC(C)(C)N=C(NC#N)N1	3	1	-0.2	8	0.0	3.0	1.0*	0.4	1	-1.0	0
Going on with the list:
SMILES	GC-A act	SMARCA2 act	hgDAF-12 ag	ADAM10 inh	DAX1 inh-1	DAX1 inh-2	ssDAF-12 act	GAA850 FXN act	HGIII-sPLA2 inh	hcDAF12 agonist	GC-B act
Clc1ccccc1Nc1nnc(-c2ccncc2)s1	3	1	17*	-16	4.4*	-2.6	0.8	1.5	2	11*	-8
O=C(Cc1ccccc1Cl)Nc1nc2ccccc2[nH]1	9	1	1.9	-4	0.2	-0.2	-0.2	2.6	-6	6.0*	0
CN(CCc1ccccc1)C(CCc1ccccc1)C(=O)Nc1ccc2c(c1)OCCO2 (stereo unspecified)	1	1	2.5	6	-0.1	nt	-0.7	nt	-14	2.5	-2
COc1ccc(CC(=O)OCc2cc3ccccc3[nH]c2=O)cc1	1	-3	-2.1	-18	0.3	-0.2	-1.1	0.2	-1	-0.8	4
O=C(C1CCCN(S(=O)(=O)c2ccccc2[N+](=O)[O-])C1)N1CCN(Cc2ccccc2)CC1 (stereo unspecified)	-1	-2	0.1	0	-0.9	nt	-1.9	nt	-4	-2.6	9
Cc1ccc(CN2C(=O)c3ccccc3Sc3ccc(C(=O)NCCCN4CCOCC4)cc32)cc1	-6	6	0.9	8	0.2	0.7	-1.2	1.0	-13	-0.7	0
COC(=O)CCC(=O)N1CCCC(CO)(Cc2ccccc2C)C1 (stereo unspecified)	0	-2	0.3	8	0.2	-0.6	-1.0	2.6	-4	1.8	1

High-throughput results from PubChem.
